XIAP displacement – small molecules displacing peptide from XIAP – biochemical, IAP family, fluorescence polarization (AID 1018). hit rate 0.007% among 200,000. displacement, % at 20 µM; hits with a dose series show IC50 in µM. XIAP BIR domain, fluorescence polarization peptide displacement; higher % means a stronger effect; in the data active = displacement above about 50%; also: a part of the inactive calls stands beside numbers as strong as those of hits
HEK293 NOD2/NF-kB – NOD2 signaling inhibitors, cell-based, luminescence, uHTS, HEK293 (AID 1566). HEK293 NOD2/NF-kB luciferase reporter, luminescence; higher % means a stronger effect. inhibition, % at 4 µM; hits with a dose series show EC50 in µM. hit rate 0.63% among 290,000; also: many of its hits are not listed in these tables
CSM14.1 death rescue – rescue of cells from ER stress-induced death, primary screen, 384-well, CSM14.1, thapsigargin, ATP luminescence (AID 1222) | CSM14.1 thapsigargin-induced death rescue, ATP luminescence; higher % means a stronger effect | 190,000 tested, under 10 active | cellular ATP content (survival), % at 20 µM; hits with a dose series show EC50 in µM;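 active = EC50 below 50 µM in the dose-response confirmation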;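 also: death triggered by thapsigargin at about 15 µM added after 2 h compound pretreatment; cell ATP read after overnight thapsigargin exposure of roughly 18 to 22 hours; normalized against plate controls of thapsigargin alone and 5% DMSO vehicle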
SIAH1 antagonists – Siah-1 peptide-binding antagonists, primary screen, biochemical, fluorescence polarization, rhodamine-plectin, uHTS (AID 1817) | Siah-1 / rhodamine-plectin peptide fluorescence polarization; higher % means a stronger effect | displacement, % at 20 µM, or IC50 in µM where a hit was titrated | hit rate 0.02% among 290,000;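 active = displacement of at least 50% at 20 µM, with a fluorescence ratio check between 0.3 and a set limit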;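 also: plate controls were Siah plus tracer with DMSO for no effect and tracer alone without Siah for full effect; strong numbers were not always called active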
LYP inhibition – PTPN22 lymphoid phosphatase activity blockers – biochemical, fluorescence intensity, uHTS (AID 1779); recombinant LYP phosphatase, fluorescence intensity; higher % means a stronger effect; one-dose inhibition, % at 11.5 µM; IC50 in µM for titrated hits; hit rate 0.054% among 290,000;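 also: plate controls were vehicle with enzyme for no effect and no enzyme for full effect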
AID2073 – inhibitors of Mint1-CaV2.2 protein interaction, biochemical, HTRF (AID 2073). one-dose inhibition, % at 20 µM; IC50 in µM for titrated hits. hit rate 0.19% among 290,000. HTRF protein-protein interaction, Mint1-CaV2.2; higher % means a stronger effect; in the data active = inhibition mostly above about 51%, no sharp cut-off; inconclusive = no clear call, values can overlap the other calls; inactive = mostly below about 53%; also: some results filed as inactive read as strong as hits
M1AAP inhibition – P. falciparum M1AAP inhibitors, biochemical, fluorogenic H-Leu-NHMec substrate, 1536-well (AID 1445); recombinant M1AAP, H-Leu-NHMec fluorogenic kinetic assay; higher % means a stronger effect; inhibition, % at 30 µM, or IC50 in µM where a hit was titrated; hit rate 0.42% among 220,000;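 active = primary inhibition above the hit cutoff, then over 50% inhibition at one or more dose response concentrations, cut at about 23% in these data, passing the limit was not always enough; inconclusive = conflicting primary data, or primary hits not chosen for dose response; inactive = low primary inhibition, or under 50% at every dose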;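 also: plate controls were DMSO full reaction for no effect and no enzyme background for full effect; strong numbers were not always called active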
Lipid droplet – hepatic lipid droplet formation modulation. AML12 mouse hepatocytes, oleate lipid droplets, BODIPY imaging. inhibition, % at 6.5 µM. hit rate 0.4% among 240,000;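 active = lipid droplet intensity inhibited by at least 50%, with more than 500 cells counted; inconclusive = wells with under 300 cells, treated as cytotoxic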
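System: AML12 hepatocytes (mouse). Probe or stimulus: oleic acid at 100 µM to induce lipid droplet formation. Times: overnight treatment with compound plus oleate. Detection: Image-based BODIPY and DAPI two-channel analysis. Evaluation: percent inhibition of filter-corrected integrated lipid droplet intensity per well.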
M17LAP inhibition – P. falciparum M17LAP inhibitors, primary screen, biochemical, fluorogenic H-Leu-NHMec substrate, 1536-well (AID 1619). recombinant M17LAP, H-Leu-NHMec fluorogenic kinetic assay; higher % means a stronger effect. inhibition, % at 30 µM; hits with a dose series show IC50 in µM. hit rate 0.38% among 220,000;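 active = compound inhibiting the enzyme by more than half at any dose during confirmatory dose-response retesting; inconclusive = strong single-dose inhibitors picked by rank but not retested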;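 also: plate controls were full reaction with DMSO carrier for no effect and no enzyme background for full effect; strong numbers were not always called active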
Lipid droplet cells 6.5 µM – further read-out of Lipid droplet, marked with its call; cell count; measured here: cell count, cytotoxicity flag;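 cells counted across two imaged fields per well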
Active calls of the source: *; i = inactive; ? = inconclusive; nt = no result given. Rule as the data show it, unless noted: active = inhibition above about 50%; inactive = the rest. Some of the compounds tested, so the mix of outcomes need not match the whole.

SMILES	XIAP displacement	HEK293 NOD2/NF-kB	CSM14.1 death rescue	SIAH1 antagonists	LYP inhibition	AID2073	M1AAP inhibition	Lipid droplet	Lipid droplet cells 6.5 µM	M17LAP inhibition
CC(C)(C)NC(=O)c1ccc2c(c1)N(CC(=O)NC1CCCC1)C(=O)C(C)(C)O2	nt	4%	nt	-6%	-11%	3%	nt	-56	768	nt
CCOC(=O)COn1c(=O)c(-c2ccc(OCC)cc2)[n+]([O-])c2ccccc21	nt	8%	nt	5%	-5%	-15%	nt	6	879	nt
Cc1ccc(-c2n[nH]c(=O)c3ccccc23)cc1S(=O)(=O)NC(C)(C)C	-4.4%	3%	0.2%	-5%	-5%	3%	3%	-1	718	-3%
Cc1ccc(NC(=O)CC2(CC(=O)O)CCCC2)cc1	nt	10%	nt	5%	-10%	10%	nt	-7	817	nt
O=c1c2cn[nH]c2[nH]c(=S)n1-c1ccccc1Cl	-5.9%	10%	-5.9%	-2%	3%	22%	-6%	4	640	3%
Cc1cccc(NC(=O)CN2C(=O)S/C(=C\c3ccc(-c4cccc(C(=O)O)c4C)o3)C2=O)c1	-5.5%	15%	0.0%	43%	7%	20%	2%	21	747	4%
O=C(NCc1ccc(F)cc1)c1cccnc1C(=O)O	nt	8%	nt	2%	-6%	0%	nt	9	401	nt
COc1ccc(N2CCN(C(=O)c3ccccc3N(C)S(=O)(=O)c3ccccc3)CC2)cc1	nt	-36%	nt	-1%	-4%	-3%	nt	0	837	nt
C=CCNC(=O)C1CC=CCC1C(=O)O (stereo not drawn)	-3.7%	-17%	-2.6%	7%	0%	-2%	1%	-5	781	-8%
O=C(CSc1nnc(Cc2cc(=O)[nH]c(=O)[nH]2)n1-c1ccc(F)cc1)NC1CCCC1	-3.0%	2%	-0.1%	-4%	-3%	-1%	-3%	nt	nt	8%
Cc1onc(C(=O)Nc2ccccc2C(F)(F)F)c1[N+](=O)[O-]	nt	-4%	nt	-1%	-13%	4%	nt	4	701	nt
CCn1cc(Br)c(C(=O)Nc2cccc(SC)c2)n1	-7.2%	-32%	-3.2%	-5%	-12%	2%	-2%	-3	713	-2%
CC(C)NC(=O)Cn1c(SCC(=O)N2CCCCCC2)nc2ccccc21	-6.8%	-9%	-0.5%	-2%	-6%	32%	2%	nt	nt	22%
CCn1c(=O)cc(OCC(=O)Nc2cc(C)ccn2)c2ccccc21	-2.7%	20%	-1.4%	4%	-2%	5%	0%	-4	768	0%
COc1cc(CNn2c(C)n[nH]c2=S)cc(Cl)c1OCc1ccccc1	-13%	30%	-2.1%	-1%	-9%	-27%	2%	nt	nt	-5%
O[C@@H]1CN(C2CCCCC2)CC[C@H]1N1CCN(CCc2ccccc2)CC1	nt	4%	nt	6%	-8%	0%	nt	1	787	nt
Fc1cccc(Cl)c1CNC(c1ccccc1)c1ccccc1	-6.2%	-7%	-2.1%	3%	-9%	-2%	1%	-3	730	6%
CCCSCCCNC(=O)CN1C(=O)COc2ccc(S(=O)(=O)N3CCCC3)cc21	nt	5%	nt	0%	-7%	?	nt	7	715	nt
c1ccc2c(c1)[nH]c1nc3nncn3nc12	-2.6%	16%	-0.6%	0%	-4%	-9%	11%	nt	nt	10%
O=C(Nc1cccnc1)Nc1ccccc1Cl	-4.4%	-13%	0.5%	0%	-11%	5%	2%	2	804	7%
Cc1cc(C)c2oc(=O)cc(CN3CCC(C)CC3)c2c1	nt	-5%	nt	8%	-2%	3%	nt	-2	753	nt
COc1ccc(NC2CS(=O)(=O)CC2NCc2ccco2)cc1 (stereo not drawn)	-1.8%	20%	-0.3%	-2%	26%	9%	7%	6	714	-8%
CCOC(=O)C1CCN(C(=O)C2(NC(=O)NC3CCCCC3)CCCCC2)CC1	-7.8%	-8%	-0.9%	1%	-8%	-17%	6%	23	728	-3%
Cc1ccc(C(=O)NCC(=O)OCC(=O)Nc2ccccc2[N+](=O)[O-])cc1	-5.9%	9%	9.5%	-6%	-2%	1%	0%	2	605	-7%
CCCN1Cc2cccc(C(=O)Nc3ccc(CN4CCCC4)cc3)c2C1=O	-1.7%	0%	-4.3%	5%	5%	4%	5%	5	771	17%
COc1ccc(CNC(=O)C2CC(c3ccc(F)cc3)=NO2)cc1 (stereo not drawn)	-6.8%	-11%	-1.7%	-1%	-9%	-3%	4%	nt	nt	4%
O=C1C2C3c4ccccc4C(c4ccccc43)C2C(=O)N1c1ccncc1 (stereo not drawn)	nt	12%	0.0%	3%	-7%	14%	-7%	-2	699	3%
Cc1ccc(SCc2[nH]nc3c2C2(C(=O)Nc4ccc([N+](=O)[O-])cc42)C(C#N)=C(N)O3)cc1 (stereo not drawn)	-18%	8%	-1.7%	-2%	-8%	2%	9%	nt	nt	10%
Cn1ccnc1C(=O)c1ccccc1Cl	nt	7%	nt	1%	-8%	-7%	nt	-2	835	nt
CC(=O)c1ccc(NC(=S)NCCc2ccccn2)cc1	-11%	6%	-2.9%	-10%	-8%	-13%	15%	4	669	-4%
Nc1nc2n(n1)C(c1cccs1)CC(c1ccc(Br)cc1)N2 (stereo not drawn)	-4.3%	-2%	1.8%	-2%	0%	3%	7%	nt	nt	-3%
COc1ccc(-n2cnc3scc(-c4ccc(OC)c(OC)c4)c3c2=O)cc1	-2.0%	11%	1.3%	1%	-4%	7%	1%	-24	680	4%
COc1ccc(NC(=O)C(Cc2ccccc2)n2cccc2)c(OC)c1 (stereo not drawn)	nt	-2%	nt	2%	3%	10%	10%	5	641	8%
CN1CC=C2C(C#N)=C(N)C(C#N)(C#N)[C@H](c3cccs3)[C@H]2C1	0.3%	14%	4.9%	6%	-1%	30%	-5%	2	716	5%
COc1cc(OC)cc(N(C(=O)c2ccco2)C(C(=O)NC2CCCC2)c2ccc(N(C)C)cc2)c1 (stereo not drawn)	1.4%	-10%	15%	1%	-5%	-10%	4%	nt	nt	-4%
Cc1cc(C)cc(C(=O)N2CCN=C2c2ccccc2)c1	-5.2%	16%	-1.5%	-4%	-7%	2%	3%	-8	630	15%
COC(=O)c1ccc(CSc2nnc(C)s2)cc1	-2.7%	-35%	-0.4%	-4%	-11%	-10%	4%	nt	nt	-3%
Cc1ccc(C(=O)Oc2ccc(C(=O)COC(=O)c3cnccn3)cc2)cc1	-6.1%	20%	-2.1%	-4%	-13%	3%	14%	24	820	3%
FC(F)(F)c1ccncc1-c1nnnn1-c1ccc(Cl)cc1	nt	-6%	nt	-4%	-6%	4%	1%	-27	705	-4%
COCC(C)OC(=O)C(C#N)c1nc2ccccc2nc1N1CCN(Cc2ccccc2)CC1 (stereo not drawn)	-4.0%	-8%	0.8%	2%	0%	0%	11%	nt	nt	1%
CC1CCN(CCCNC(=O)c2cc3c(s2)-c2ccccc2OC3)CC1	nt	-8%	nt	9%	-33%	30%	nt	9	758	nt
O=C(C[n+]1cc(-c2ccc(Cl)c(Cl)c2)n2c1CCC2)N1c2ccccc2Sc2ccccc21	-4.1%	-2%	-0.7%	-6%	-16%	32%	3%	-7	723	11%
O=C(CCc1nc(-c2ccc(Cl)cc2)no1)NC1CCCC1	nt	11%	nt	5%	-3%	19%	nt	0	737	nt
Cc1ccc(OCCCCCN2CCOCC2)cc1	nt	-10%	nt	3%	-13%	1%	nt	nt	nt	nt
CC(=O)Nc1ccc(Nc2nc3ccccc3nc2NS(=O)(=O)c2ccccc2)cc1	nt	8%	nt	18%	-5%	1%	15%	-2	723	22%
Cc1ccc(C)c(NC(=S)NC(NC(=O)Cc2ccccc2)C(Cl)(Cl)Cl)c1 (stereo not drawn)	-8.2%	-21%	0.4%	4%	-3%	5%	-1%	4	800	7%
O=C(Nc1ccc(-c2nc3ncccc3o2)cc1)c1ccco1	-6.1%	-86%	-4.6%	0%	1%	22%	7%	17	758	-15%
Nc1ccc(C(=O)N/N=C\c2cc(N=Nc3cccc4ccccc34)ccc2O)cc1	-1.3%	29%	-0.7%	-3%	-9%	53%	-4%	nt	nt	3%
CCOC(=O)N1CCN(Cc2ccccc2F)CC1	-6.1%	0%	-0.1%	-1%	-7%	-4%	-6%	1	777	-1%
CCn1c(SCC(=O)N=Nc2c(O)[nH]c3ccccc23)nc2ccccc21	1.8%	8%	-1.3%	6%	-1%	-8%	4%	-4	677	0%
(next part)
SMILES	XIAP displacement	HEK293 NOD2/NF-kB	CSM14.1 death rescue	SIAH1 antagonists	LYP inhibition	AID2073	M1AAP inhibition	Lipid droplet	Lipid droplet cells 6.5 µM	M17LAP inhibition
Cc1cc(C)cc(Nc2nc3c([nH]2)c(=O)n(C)c(=O)n3C)c1	-12%	7%	-1.6%	-4%	5%	-4%	1%	0	689	-5%
CCCc1cc(=O)[nH]c(SCC(=O)c2cc(C)n(-c3cc(C)on3)c2C)n1	-4.8%	35%	1.1%	5%	-8%	-11%	4%	12	642	-6%
COc1ccc(CCNC(=O)c2ccc(Cl)nc2)cc1	nt	10%	nt	-1%	-6%	7%	nt	1	805	nt
CCN(CC(=O)NCc1ccc(F)cc1)C(=O)c1cccnc1SC	nt	4%	nt	11%	-9%	-6%	nt	-24	700	nt
O=C(O)CCN1C(=O)C2C3C=CC(C3)C2C1=O (stereo not drawn)	-5.0%	-8%	6.2%	-8%	2%	5%	8%	4	855	3%
CCCCCn1c(N2CCN(Cc3ccccc3)CC2)nc2c1c(=O)[nH]c(=O)n2C	-3.9%	20%	nt	-5%	1%	4%	2%	30	719	-5%
CCCC(C(=O)NCC1CCCO1)N(Cc1ccco1)C(=O)CNS(=O)(=O)c1ccc(F)cc1 (stereo not drawn)	-1.8%	5%	-0.3%	1%	-8%	0%	14%	10	802	-6%
CN1C(C(=O)NCc2ccccc2)CC2Cn3c(nc4cc(Cl)c(Cl)cc43)C21 (stereo not drawn)	nt	24%	nt	2%	-7%	6%	5%	10	641	8%
CCOC(=O)c1cc(-c2ccccc2)n(CC(=O)O)c1C	-5.3%	-6%	-1.0%	-6%	-10%	-1%	4%	5	742	7%
Cc1ccc(C(=O)NC2CC3CCCC(C2)N3C(=O)NC2CCCCC2)cc1 (stereo not drawn)	-4.1%	23%	-0.2%	i	1%	8%	0%	-4	695	15%
O=C(Nc1ccc(OC(F)(F)F)cc1)c1cnc2n(c1=O)CCS2	-7.1%	-7%	-1.2%	7%	-7%	28%	nt	7	669	nt
